Screening data as filed in PubChem.
PKA-R2B act: activators of human PKA-R2B complex; P22694+P31323; PKA-R2B holoenzyme dissociation, Cy5-IP20 fluorescence polarization; R2B truncated from residue 108, S112A mutant; 0% DMSO only, 100% 113 µM cGMP; activation, % at 11.4 µM; actives 0.079% (n = 340,000); AID 504700;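 active means activation above a cutoff set at the mean over all compounds plus 3 SD, cut at about 18% in these data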;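 further: higher means more holoenzyme dissociation and a rise in polarization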
Mot1-301 SUMO: blocks SUMOylation pathway, rescuing yeast Mot1-301 growth. AID 2716. actives 1% (n = 320,000). growth rescue, % at 18.8 µM. S. cerevisiae Mot1-301 growth rescue, ATP luminescence, 38.5C; percent above DMSO median, 100 means doubled;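 active means every valid replicate shows activation above 250% relative to neutral control wells; inactive means the rest, any valid replicate at or below 250%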;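 further: OY570 slx delta 5 strain wells were the positive control but not used for scaling; some compounds called inactive have numbers as strong as hits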
PKA-R1A activ: activators of PKA-R1A complex. activation, % at 11.4 µM. P00514+P68181. PKA-R1A dissociation, Cy5-IP20 fluorescence polarization; scaled: DMSO 0%, 113 µM cGMP 100%. actives 0.083% (n = 340,000). AID 504707;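 active means percent activation above the mean of all tested compounds plus 3 SD, cut at about 19% in these data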;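 further: higher means more PKAc released from R1A so a rise in polarization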
Arrestin-AP2 inh: human beta-arrestin and AP2 interaction inhibition; FITC-arrestin peptide / GST-AP2 beads, flow cytometry; AP2 beta2 appendage carries R879A mutation; inhibition, % at 10 µM; actives 0.31% (n = 340,000); AID 504490;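 active means inhibition above a set limit, near 3 SD of compounds lacking own fluorescence, cut at about 54% in these data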;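 further: plate controls were DMSO wells for no effect and 5 µM unlabelled arrestin peptide for full effect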
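Material – AP2 appendage R879A on GSH beads · Buffer or medium – PBS with 0.05% Tween 20 and 0.1% BSA · Probe or stimulus – fluorescein-tagged arrestin peptide at 50 nM final · Incubation – compound with beads 12 min RT, then probe 1 h RT · Detection – high-throughput flow cytometry of beads, ex 488, em 535 nm · Evaluation – percent response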
CDK5 p35 inh: inhibitors of human CDK5/p35 kinase | Recombinant CDK5/p35, ADP-Glo luminescence, 60 min | inhibition, % at 10 µM | actives 0.01% (n = 330,000) | AID 488839;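 active means highest replicate inhibition of at least 50% and at least 75% of replicates reaching 50%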;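 further: plate controls were DMSO neutral control for no effect and GW8510 at 10 µM for full effect; many of its hits are not listed in these tables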
Target sequence (Q00535 whole entry, looked up): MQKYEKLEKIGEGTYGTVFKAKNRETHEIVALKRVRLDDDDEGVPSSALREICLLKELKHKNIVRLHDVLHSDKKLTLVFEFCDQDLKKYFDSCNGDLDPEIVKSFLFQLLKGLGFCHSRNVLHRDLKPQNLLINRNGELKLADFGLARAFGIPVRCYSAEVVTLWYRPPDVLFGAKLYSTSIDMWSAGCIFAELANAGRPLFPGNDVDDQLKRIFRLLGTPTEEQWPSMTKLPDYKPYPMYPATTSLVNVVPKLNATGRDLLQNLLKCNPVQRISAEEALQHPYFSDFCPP
Target sequence (Q15078 whole entry, looked up): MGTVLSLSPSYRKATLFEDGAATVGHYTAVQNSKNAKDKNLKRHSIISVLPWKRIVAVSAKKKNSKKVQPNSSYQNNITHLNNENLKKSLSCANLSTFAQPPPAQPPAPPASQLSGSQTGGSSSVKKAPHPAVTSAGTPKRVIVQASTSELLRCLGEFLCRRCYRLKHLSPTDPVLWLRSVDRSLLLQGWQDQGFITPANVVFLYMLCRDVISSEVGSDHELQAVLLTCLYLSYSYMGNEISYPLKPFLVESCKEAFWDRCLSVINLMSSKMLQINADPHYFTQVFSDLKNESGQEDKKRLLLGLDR
SR-BI HDL uptake: inhibitors of mouse SR-BI mediated HDL lipid uptake; actives 0.96% (n = 320,000); Q61009; AID 488896; inhibition, % at 12.5 µM; ldlA[mSR-BI] CHO cells, DiI-HDL uptake fluorescence, 3 h;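 active means mean replicate inhibition of at least 70% and a set share of replicates each scoring 70 or more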;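 further: 0% = median of neutral control wells and 100% = median of positive control wells; values of inactives mirror those of a sister screen read the other way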
Pemphigus Ab inh: blocks pemphigus antibody binding to human desmoglein-3; P32926; DSG3-coupled beads, scFv-anti-DSG3-GFP binding, flow cytometry; hits give low values; binding (percent of control), % at 10 µM; actives 0.48% (n = 310,000);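 active means binding more than 3 SD below its plate's average and above zero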;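 further: hits lower antibody fragment binding to DSG3; some compounds called inactive have numbers as strong as hits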
MITF TRPM1 HTS: activators of MITF-driven TRPM1 promoter activity in SK-MEL-5 cells; SK-MEL-5 TRPM1-promoter luciferase, 24 h; % of positive control, neutral wells = 0; activation, % at 12.5 µM; actives 0.75% (n = 300,000);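 active means mean activation of at least 80% with every replicate also reaching 80%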;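 further: 0% = neutral control wells and 100% = parthenolide positive control wells; values of inactives mirror those of a sister screen read the other way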
NSD2 HMT inh: NSD2 (human) methyltransferase inhibition. NSD2 peptide methylation, AlphaScreen, 120 min. O96028. actives 0.54% (n = 310,000). inhibition, % at 12.5 µM. AID 743445; in the data active means inhibition above about 50%
SR-BI DiI-HDL act: activators of SR-BI mediated HDL lipid uptake. CHO ldlA[mSR-BI] cells, DiI-HDL uptake fluorescence, 3 h; 100 = double the neutral-control signal. activation, % at 12.5 µM. actives 0.096% (n = 320,000);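 active means mean replicate activation of at least 60% and every replicate at or above 60%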;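 further: 0% = median plate neutral-control signal and 100% = twice that signal; values of inactives mirror those of a sister screen read the other way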
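material = CHO ldlA[mSR-BI] cells | medium = Ham's F12 with 0.5% BSA, HEPES 25 mM, pH 7.4 | reagent = fluorescent DiI-HDL, 10 µg/mL final | compound dosing = single-point compound dose | incubation = 3 h, 37 °C | measured by = bottom-read fluorescence, 550/595 nm | measure = HDL uptake via cellular fluorescence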
dFosB activator: enhances mouse delta FosB homodimer DNA binding; P13346; purified delta FosB, TAMRA-CDK5 oligo fluorescence polarization; percent of positive-control signal above neutral wells; activation, % at 25 µM; actives 0.99% (n = 340,000);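 active means mean activation above about 17%, with every replicate also reaching it, limit read from the data, passing the limit was not always enough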;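 further: fluorescence polarization rise as delta FosB binds a TAMRA Cdk5 AP-1 oligo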
Target sequence (P13346 whole entry, looked up): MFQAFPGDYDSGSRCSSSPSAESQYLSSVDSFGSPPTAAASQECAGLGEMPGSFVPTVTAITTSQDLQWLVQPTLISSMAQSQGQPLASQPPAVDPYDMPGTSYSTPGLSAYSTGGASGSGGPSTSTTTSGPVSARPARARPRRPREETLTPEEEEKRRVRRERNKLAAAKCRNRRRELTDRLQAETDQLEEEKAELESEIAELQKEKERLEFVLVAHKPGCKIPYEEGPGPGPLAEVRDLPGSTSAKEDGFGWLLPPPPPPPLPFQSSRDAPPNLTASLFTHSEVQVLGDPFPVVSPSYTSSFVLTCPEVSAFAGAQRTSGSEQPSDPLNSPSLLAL
The depositor's hits bear a star.

`COc1ccc(/C=C/c2c([N+](=O)[O-])c(=O)n(C)c(=O)n2C)cc1O` gave PKA-R2B act 0, Mot1-301 SUMO -3, PKA-R1A activ 0, Arrestin-AP2 inh 5, CDK5 p35 inh -0.8, SR-BI HDL uptake -12, Pemphigus Ab inh 99, NSD2 HMT inh 2, SR-BI DiI-HDL act 12 and dFosB activator -3.
O=C(CSc1nccn1-c1ccccc1)Nc1ccc2c(c1)OCO2 was read as PKA-R2B act -2, Mot1-301 SUMO -14, PKA-R1A activ -6, Arrestin-AP2 inh 28, CDK5 p35 inh -0.2, SR-BI HDL uptake -3, Pemphigus Ab inh 118, MITF TRPM1 HTS 39, NSD2 HMT inh 6, SR-BI DiI-HDL act 3 and dFosB activator -3.
Screening Cc1ccccc1C(=O)Nc1nc(SCc2ccc(Cl)cc2)n[nH]1 returned PKA-R2B act 3, Mot1-301 SUMO -4, PKA-R1A activ 2, Arrestin-AP2 inh 8, CDK5 p35 inh 0.1, SR-BI HDL uptake 30, Pemphigus Ab inh 108, MITF TRPM1 HTS 17, NSD2 HMT inh 0, SR-BI DiI-HDL act -30 and dFosB activator 2.
Screening COCC(=O)Nc1nnc(SCC(=O)N2C(C)CCCC2C)s1 (stereo not drawn) returned PKA-R2B act 7, Mot1-301 SUMO -8, PKA-R1A activ -4, Arrestin-AP2 inh 2, CDK5 p35 inh 0.1, SR-BI HDL uptake -6, Pemphigus Ab inh 98, MITF TRPM1 HTS -7, SR-BI DiI-HDL act 6 and dFosB activator -2.
COc1ccccc1N(CC(=O)NCCc1ccccc1)C(=O)CCC(=O)Nc1ccccn1 was read as PKA-R2B act 0, Mot1-301 SUMO 175, PKA-R1A activ 9, Arrestin-AP2 inh 15, CDK5 p35 inh 0.7, Pemphigus Ab inh 95, MITF TRPM1 HTS -4, NSD2 HMT inh -1 and dFosB activator -4.
CCN(C(=O)CSc1cc(-c2ccccc2)c2ccc(OC)cc2n1)C1CCS(=O)(=O)C1 (stereo not drawn) was read as PKA-R2B act -8, Mot1-301 SUMO -13, PKA-R1A activ -11, Arrestin-AP2 inh -12, CDK5 p35 inh 1.0, SR-BI HDL uptake 29, Pemphigus Ab inh 104, MITF TRPM1 HTS 15, NSD2 HMT inh 0, SR-BI DiI-HDL act -29 and dFosB activator -12.
`Cc1nnc(SCC(=O)NNC(=O)COc2ccc(Cl)cc2)n1C` gave PKA-R2B act -2, Mot1-301 SUMO -6, PKA-R1A activ -4, Arrestin-AP2 inh 10, CDK5 p35 inh -1.8, SR-BI HDL uptake 1, Pemphigus Ab inh 100, MITF TRPM1 HTS 8, NSD2 HMT inh 1, SR-BI DiI-HDL act -1 and dFosB activator -7.
Screening COc1ccc(-c2cccc(C3CC=CC4C3C(=O)N(Cc3ccccc3)C4c3ccc4ccccc4c3)c2)cc1 (stereo not drawn) returned PKA-R2B act -14, Mot1-301 SUMO 64, PKA-R1A activ -3, Arrestin-AP2 inh 1, CDK5 p35 inh -1.0, SR-BI HDL uptake -15, Pemphigus Ab inh 99, MITF TRPM1 HTS 1, SR-BI DiI-HDL act 15 and dFosB activator -4.
`CCN1CCN(c2ccc(S(=O)(=O)N3CCCCC3)cc2NC(=O)c2ccc([N+](=O)[O-])o2)CC1` gave PKA-R2B act -15, Mot1-301 SUMO -20, PKA-R1A activ -9, Arrestin-AP2 inh -11, CDK5 p35 inh -1.2, SR-BI HDL uptake -30, Pemphigus Ab inh 96, MITF TRPM1 HTS -95, NSD2 HMT inh -2, SR-BI DiI-HDL act 30 and dFosB activator -5.
Screening COC(=O)c1sc(NC(=O)c2ccc3c(c2)OCO3)c(C#N)c1C returned PKA-R2B act 2, PKA-R1A activ -3, Arrestin-AP2 inh 8, CDK5 p35 inh -1.8, SR-BI HDL uptake 6, Pemphigus Ab inh 101, MITF TRPM1 HTS -14, NSD2 HMT inh 2, SR-BI DiI-HDL act -6 and dFosB activator -4.
CCC(=O)Nc1nnc(SCC(=O)NCc2ccc3c(c2)OCO3)s1 was read as PKA-R2B act -6, Mot1-301 SUMO 4, PKA-R1A activ -3, Arrestin-AP2 inh 29, CDK5 p35 inh -2.9, SR-BI HDL uptake -6, Pemphigus Ab inh 107, MITF TRPM1 HTS 0, NSD2 HMT inh -1, SR-BI DiI-HDL act 6 and dFosB activator 23*.
`Cc1ccc(SCC(=O)NCCc2ccccc2)cc1` gave PKA-R2B act -13, Mot1-301 SUMO 130, PKA-R1A activ 12, Arrestin-AP2 inh -5, CDK5 p35 inh -0.1, Pemphigus Ab inh 109, MITF TRPM1 HTS 4, NSD2 HMT inh -6 and dFosB activator -5.
CCN1CCN(c2nc3ccccc3nc2C(C#N)C(=O)OC2CCCCC2)CC1 (stereo not drawn) was read as PKA-R2B act 2, PKA-R1A activ -14, Arrestin-AP2 inh -1, CDK5 p35 inh -2.4, SR-BI HDL uptake -4, NSD2 HMT inh 27, SR-BI DiI-HDL act 4 and dFosB activator 4.
For CC(C)Cn1c(/C=C/c2ccco2)nc2ccccc21 the results were PKA-R2B act 3, Mot1-301 SUMO -12, PKA-R1A activ 12, Arrestin-AP2 inh -5, CDK5 p35 inh 1.8, SR-BI HDL uptake -4, Pemphigus Ab inh 95, MITF TRPM1 HTS -4, NSD2 HMT inh -2, SR-BI DiI-HDL act 4 and dFosB activator -1.
`CC1(c2ccc3c(c2)OCO3)NC(=O)N(CC(=O)Nc2ccc(N3CCOCC3)cc2)C1=O` (stereo not drawn) gave PKA-R2B act -3, Mot1-301 SUMO -3, PKA-R1A activ -1, Arrestin-AP2 inh 26, CDK5 p35 inh -0.8, SR-BI HDL uptake 1, NSD2 HMT inh -1, SR-BI DiI-HDL act -1 and dFosB activator -11.
`Cc1nnsc1C(=O)N1CCCC(Nc2ccc(C(C)C)cc2)C1` (stereo not drawn) gave PKA-R2B act -9, Mot1-301 SUMO -5, PKA-R1A activ 2, Arrestin-AP2 inh -5, SR-BI HDL uptake -8, Pemphigus Ab inh 94, MITF TRPM1 HTS -5, NSD2 HMT inh 3, SR-BI DiI-HDL act 8 and dFosB activator -3.
`COCCNC(=O)c1ccc(Cn2c(=S)[nH]c3cc4c(cc3c2=O)OCO4)cc1` gave PKA-R2B act 0, Mot1-301 SUMO 3, PKA-R1A activ 0, Arrestin-AP2 inh -3, CDK5 p35 inh -2.1, SR-BI HDL uptake 47, Pemphigus Ab inh 102, MITF TRPM1 HTS -5, NSD2 HMT inh 1, SR-BI DiI-HDL act -47 and dFosB activator 10.
C=CCn1c(C)cc(C(=O)CSc2nnc(Cc3ccccc3)o2)c1C was read as PKA-R2B act -11, Mot1-301 SUMO -21, PKA-R1A activ 5, Arrestin-AP2 inh 20, CDK5 p35 inh -0.5, SR-BI HDL uptake -3, Pemphigus Ab inh 106, NSD2 HMT inh -5, SR-BI DiI-HDL act 3 and dFosB activator -1.
For COCCCNC(=S)N(CCO)Cc1cc2cc3c(cc2[nH]c1=O)OCO3 the results were PKA-R2B act -8, Mot1-301 SUMO -4, PKA-R1A activ -3, Arrestin-AP2 inh 8, CDK5 p35 inh 2.2, SR-BI HDL uptake -8, Pemphigus Ab inh 143, MITF TRPM1 HTS -6, NSD2 HMT inh 0, SR-BI DiI-HDL act 8 and dFosB activator -8.
COc1ccc(CNC(=O)c2csc3c2CCCC3)cc1 was read as PKA-R2B act -5, Mot1-301 SUMO 8, PKA-R1A activ -1, Arrestin-AP2 inh 30, CDK5 p35 inh -1.1, SR-BI HDL uptake 7, Pemphigus Ab inh 100, MITF TRPM1 HTS 5, NSD2 HMT inh -2, SR-BI DiI-HDL act -7 and dFosB activator -3.
`CCc1ccc(NC(=O)Cn2ncn3c(cc4ccccc43)c2=O)cc1` gave PKA-R2B act -7, Mot1-301 SUMO 0, PKA-R1A activ -2, Arrestin-AP2 inh 8, CDK5 p35 inh 0.0, SR-BI HDL uptake -3, Pemphigus Ab inh 96, MITF TRPM1 HTS -8, NSD2 HMT inh -5, SR-BI DiI-HDL act 3 and dFosB activator 3.
COc1ccccc1NC(=O)CCCCCN1C(=O)c2cccc3cccc(c23)C1=O was read as PKA-R2B act 3, Mot1-301 SUMO 9, PKA-R1A activ 1, Arrestin-AP2 inh -6, CDK5 p35 inh 0.4, SR-BI HDL uptake -15, Pemphigus Ab inh 94, NSD2 HMT inh 2, SR-BI DiI-HDL act 15 and dFosB activator -6.
Screening COc1ccc(-c2cccc(NS(=O)(=O)c3ccc([N+](=O)[O-])cc3)c2)nn1 returned PKA-R2B act -12, Mot1-301 SUMO 1, PKA-R1A activ -7, Arrestin-AP2 inh 3, CDK5 p35 inh 1.7, SR-BI HDL uptake -2, Pemphigus Ab inh 114, MITF TRPM1 HTS -4, NSD2 HMT inh -2, SR-BI DiI-HDL act 2 and dFosB activator -8.
`COc1ccc(Cl)cc1NC(=O)Cn1nnc(C(=O)NCc2ccc3c(c2)OCO3)c1N` gave PKA-R2B act -2, Mot1-301 SUMO -7, PKA-R1A activ -1, Arrestin-AP2 inh -1, CDK5 p35 inh 1.5, SR-BI HDL uptake 22, Pemphigus Ab inh 98, MITF TRPM1 HTS -1, NSD2 HMT inh -6, SR-BI DiI-HDL act -22 and dFosB activator 39*.

Reprinted at random: two compounds from above, in no set order.
`Cc1nnsc1C(=O)N1CCCC(Nc2ccc(C(C)C)cc2)C1` (stereo not drawn) gave PKA-R2B act -9, Mot1-301 SUMO -5, PKA-R1A activ 2, Arrestin-AP2 inh -5, SR-BI HDL uptake -8, Pemphigus Ab inh 94, MITF TRPM1 HTS -5, NSD2 HMT inh 3, SR-BI DiI-HDL act 8 and dFosB activator -3.
For COCCCNC(=S)N(CCO)Cc1cc2cc3c(cc2[nH]c1=O)OCO3 the results were PKA-R2B act -8, Mot1-301 SUMO -4, PKA-R1A activ -3, Arrestin-AP2 inh 8, CDK5 p35 inh 2.2, SR-BI HDL uptake -8, Pemphigus Ab inh 143, MITF TRPM1 HTS -6, NSD2 HMT inh 0, SR-BI DiI-HDL act 8 and dFosB activator -8.
